Screening results (PubChem BioAssay)
CHRM1 antagonist: human CHRM1 antagonism; P11229; CHO-K1 hM1, Fluo-8 calcium fluorescence, ACh EC80 antagonist; inhibition, % at 3 µM; 1.3% of 360,000 active;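 active = percent inhibition above its own plate's cutoff, namely the mean of that plate's compound wells plus 3 SD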;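 also: peak over basal fluorescence ratio during 140 s after agonist addition; 0% = ACh EC80 plus DMSO and 100% = DMSO alone without agonist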
Target sequence (P11229 whole entry, looked up): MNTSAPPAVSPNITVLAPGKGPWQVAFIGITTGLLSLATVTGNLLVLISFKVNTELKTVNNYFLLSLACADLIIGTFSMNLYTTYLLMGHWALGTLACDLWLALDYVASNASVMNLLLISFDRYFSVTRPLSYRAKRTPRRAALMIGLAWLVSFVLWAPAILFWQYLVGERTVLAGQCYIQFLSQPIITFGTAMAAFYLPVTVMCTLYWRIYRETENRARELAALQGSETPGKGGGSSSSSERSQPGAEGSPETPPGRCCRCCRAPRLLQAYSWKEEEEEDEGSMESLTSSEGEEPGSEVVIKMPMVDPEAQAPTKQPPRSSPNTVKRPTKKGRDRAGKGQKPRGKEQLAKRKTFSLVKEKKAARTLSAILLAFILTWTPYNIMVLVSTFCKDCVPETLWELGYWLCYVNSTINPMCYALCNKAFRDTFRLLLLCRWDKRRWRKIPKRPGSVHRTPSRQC
CHRM4 antagonist: blocks acetylcholine activation of human M4 receptor | P08173 | CHO-hM4 cells, ACh EC80, Fluo-8 calcium fluorescence | inhibition, % at 3 µM | 0.73% of 360,000 active;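 active = inhibition above its plate's cutoff, the mean inhibition of sample wells plus 3 SD, cut at about 27% in these data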;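 also: 0% = acetylcholine EC80 with DMSO and 100% = DMSO without agonist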
CRFBP-R2 agonist: agonists of human CRF-binding protein/CRF-R2 receptor complex | 0.46% of 350,000 active | HEK293 CRF-R2/CRF-BP, calcium dye fluorescence (FLIPR); percent of saturating CRF peptide response | activation, % at 13.2 µM;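 active = activation of at least 50%, plus an integration ratio under a set limit after plate pattern correction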;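 also: plate controls were neutral control wells without compound for no effect and CRF at EC100 for full effect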
M5 PAM: positive allosteric modulators of human muscarinic M5 receptor; 0.3% of 360,000 active; AID 624038; P08912; activation, % at 3 µM; CHO-K1 hM5, Fluo-8 calcium, ACh EC20 PAM; 0% = ACh EC20, 100% = ACh EC100;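 active = activation above the run cutoff, the mean activation of all test compounds plus 3 SD, cut at about 18% in these data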
Target sequence (P08912 whole entry, looked up): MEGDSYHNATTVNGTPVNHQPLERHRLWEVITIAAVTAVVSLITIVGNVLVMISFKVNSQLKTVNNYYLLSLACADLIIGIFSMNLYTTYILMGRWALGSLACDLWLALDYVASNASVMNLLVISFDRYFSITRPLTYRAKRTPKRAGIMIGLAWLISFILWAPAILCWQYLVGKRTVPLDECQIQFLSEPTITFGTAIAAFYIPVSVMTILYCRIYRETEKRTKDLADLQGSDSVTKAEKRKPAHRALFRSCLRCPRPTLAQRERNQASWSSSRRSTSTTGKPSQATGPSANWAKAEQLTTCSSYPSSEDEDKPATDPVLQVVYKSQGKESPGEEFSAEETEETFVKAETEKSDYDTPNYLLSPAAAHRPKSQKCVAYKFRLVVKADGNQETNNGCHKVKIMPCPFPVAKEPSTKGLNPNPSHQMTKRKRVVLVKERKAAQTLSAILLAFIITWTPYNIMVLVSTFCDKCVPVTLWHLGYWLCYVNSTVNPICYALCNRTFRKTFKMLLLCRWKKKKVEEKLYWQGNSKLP
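Replicates: One well per compound, no replicates | System: Human M5 receptor in CHO-K1 cells | Benchmarks: Low control EC20 acetylcholine (0%), high control EC100 acetylcholine (100%) | Probe or stimulus: Acetylcholine, EC20 level | Times: Fluo-8 loading 80 min at 37 °C plus 30 min room temperature | Signal: Intracellular calcium via Fluo-8 fluorescence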
M5 ag: agonists of human muscarinic M5 receptor (CHRM5) | 0.19% of 360,000 active | P08912 | activation, % at 3 µM | CHO-K1 hM5 cells, Fluo-8 calcium fluorescence; 0% DMSO wells, 100% maximal acetylcholine response | AID 624037;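 active = activation above the run's mean over test compounds plus 3 SD, cut at about 23% in these data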;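 also: signal is peak over basal fluorescence ratio across the kinetic read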
CHRM4 agonist: CHRM4 agonism in calcium assay. CHO-K1 hM4/Gqi5, Fluo-8 calcium fluorescence; vehicle 0%, full acetylcholine response 100%. 0.14% of 360,000 active. AID 624127. activation, % at 3 µM;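 active = activation above the run mean over all test wells plus 3 SD, cut at about 32% in these data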;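 also: peak over basal fluorescence ratio per well then scaled between controls; 0% = DMSO wells and 100% = acetylcholine at EC100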
M1 PAM: human CHRM1 positive allosteric modulation; P11229; CHO-K1 hM1, Fluo-8 calcium fluorescence, ACh EC20; 0% = ACh EC20, 100% = maximal ACh; activation, % at 3 µM; 0.088% of 360,000 active; AID 588819; in the data active = activation above about 19%, passing the limit was not always enough
CHRM5 antagonist: blocks acetylcholine activation of human M5 receptor; inhibition, % at 3 µM; CHO-hM5 cells, Fluo-8 calcium fluorescence, ACh EC80; 0.59% of 360,000 active; P08912;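 active = inhibition above a per-plate cutoff, the mean of that plate's test compounds plus 3 SD, cut at about 27% in these data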;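 also: 0% = acetylcholine EC80 with DMSO and 100% = DMSO without agonist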
M4 PAM: potentiates acetylcholine response at human M4 receptor; activation, % at 3 µM; P08173; AID 624126; CHO-K1 hM4/Gqi5, Fluo-8 calcium fluorescence, ACh EC20; 0% = ACh EC20, 100% = maximal ACh; 0.4% of 360,000 active;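 active = activation above its plate's cutoff, the mean activation of sample wells plus 3 SD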; also: some results filed as inactive read as strong as hits
* marks the source's active call; other numbers are inactive results; . = no result given.

SMILES | CHRM1 antagonist | CHRM4 antagonist | CRFBP-R2 agonist | M5 PAM | M5 ag | CHRM4 agonist | M1 PAM | CHRM5 antagonist | M4 PAM
CC(SC(C)C(=O)NN=Cc1ccc(F)cc1)C(=O)NN=Cc1ccc(F)cc1 (stereo not drawn) | -14 | -9 | 0.2 | 3 | 3 | 1 | 12 | 7 | 7
COC(=O)c1cnc(Oc2ccc(NC(=O)NC(=O)c3c(OC)cccc3OC)cc2)cc1C(F)(F)F | -11 | 1 | 0.8 | 5 | 4 | 1 | 6 | -4 | 4
COC(=O)c1ccccc1NC(=O)NC1CCC(C)CC1 (stereo not drawn) | -9 | 0 | 1.1 | 6 | -7 | -2 | 11 | -5 | -1
COc1ccc(NC(=O)c2ccc(Br)c(S(=O)(=O)N3CCOCC3)c2)cc1 | -1 | 4 | 2.7 | -10 | 4 | 16 | -3 | 18 | -10
Cc1ccc(C)c(NC(=O)c2cc(-c3cc(C)c(C)cc3O)n[nH]2)c1 | -19 | -3 | 1.6 | 1 | 3 | 0 | 15 | 13 | 2
O=C(CCNS(=O)(=O)c1ccccc1)NNC(=O)COc1ccc(Cl)cc1 | -7 | 6 | 0.5 | 3 | 2 | 1 | 7 | -5 | 8
COc1ccc(CC(=O)N2CCC3(CC2)NCCc2[nH]cnc23)cc1 | 9 | 7 | 3.5 | -6 | -3 | 1 | -14 | 10 | -4
CCCn1c(SCC(=O)Nc2sc(C)c(C)c2C(=O)OCC)nc2c1c(=O)n(C)c(=O)n2C | -3 | 2 | -0.2 | 0 | 0 | 1 | 5 | -3 | 0
CC1CCCN(C(=O)C2CCN(CC3CC=CCC3)CC2)C1 (stereo not drawn) | -6 | 5 | -1.4 | 4 | -3 | 0 | 3 | -4 | -1
CCc1ccc(NC(=O)Cn2ccn(-c3cccc(Cl)c3)c(=O)c2=O)cc1 | -18 | 1 | -2.3 | 1 | -1 | 1 | 8 | 1 | 3
COc1ccc(CC(=O)OCC(=O)N2CCCc3ccccc32)cc1OC | 2 | -20 | -1.6 | -1 | 3 | 2 | 2 | 0 | -2
COc1cc(OC)cc(C(=O)NC2CCN(CCCOc3ccccc3)CC2)c1 | -18 | -8 | -2.5 | -2 | -1 | 6 | 15 | 4 | 1
O=C(C=Cc1cccs1)c1ccc(Cl)s1 | -4 | -9 | 0.2 | -3 | -3 | -1 | 4 | 17 | 1
CCc1cc2cc(C)cc(C)c2[nH]c1=S | 2 | 7 | -1.7 | 3 | -2 | 1 | 7 | 6 | 1
CC(=O)CC1(C)OC(N)=C(C#N)C1(C#N)C#N (stereo not drawn) | -30 | -16 | 2.6 | -4 | -2 | 2 | 4 | -7 | 1
CCC1Oc2ccc(C)cc2N(CC(=O)NCc2ccco2)C1=O (stereo not drawn) | 5 | 1 | 2.0 | 5 | -1 | 1 | 0 | -7 | 2
O=C(CN1CCN(CC(=O)c2ccc(Cl)cc2)CC1)c1ccc(Cl)cc1 | -6 | 7 | -4.6 | -7 | 0 | 1 | 0 | 13 | 4
COc1ccc(C2CC(c3c(-c4ccccc4)c4cc(Cl)ccc4[nH]c3=O)=NN2S(C)(=O)=O)cc1OC (stereo not drawn) | -16 | -7 | 1.4 | -1 | -2 | 1 | 11 | -2 | 14
CC(C)(C)OC(=O)N1CCC(C(N)=O)CC1 | -22 | -6 | 1.3 | -2 | -1 | 1 | 20 | -1 | 0
O=C1NC2(Nc3ccccc31)C(=O)Nc1ccccc12 (stereo not drawn) | -7 | 5 | 1.3 | -6 | 0 | 4 | 8 | 4 | 6
Cc1ccc2cccnc2c1N | 2 | 5 | -1.6 | 0 | 5 | 0 | 6 | 9 | 2
COc1ccc(C[C@@H]2CN3C(=NC[C@@H]3Cc3ccc(O)cc3)N2C[C@H](C)NC(=O)CCC2CCCCC2)cc1 | 48* | 28* | 0.2 | -13 | -12 | -1 | -37 | 5 | -13
CCN1CCN(CC(O)COc2ccc3c(C)cc(=O)oc3c2)CC1 (stereo not drawn) | -17 | -7 | 11 | -2 | -3 | 1 | 16 | 4 | -5
Cc1c(NS(=O)(=O)N2CCCCC2)c(=O)n(-c2ccccc2)n1C | -3 | -2 | 2.3 | 1 | 4 | 1 | 5 | -8 | 0
CCC(CC)c1nnc(NC(=O)CS(=O)(=O)c2ccccc2)s1 | -2 | 0 | 1.6 | 6 | 1 | 1 | 4 | -7 | -3

(cont.)
SMILES | CHRM1 antagonist | CHRM4 antagonist | CRFBP-R2 agonist | M5 PAM | M5 ag | CHRM4 agonist | M1 PAM | CHRM5 antagonist | M4 PAM
O=C(CSc1nnnn1-c1ccc(O)cc1)Nc1cccc(S(=O)(=O)N2CCCC2)c1 | 10 | -1 | -0.7 | -8 | 0 | 7 | -9 | 20 | -4
CC(=O)Nc1ccc(S(=O)(=O)Nc2ccc3c(c2)CCC3)cc1 | -1 | 4 | 0.6 | -3 | 7 | 10 | 5 | 11 | 0
CN1CCCC(C#CC(O)(c2ccccc2)c2ccccc2)C1 (stereo not drawn) | 99* | 74* | -1.6 | -20 | -11 | 1 | -35 | 98* | -24
Cc1ccc(N(CC(=O)Nc2ccc3c(c2)OCCO3)S(=O)(=O)c2c(C)noc2C)cc1 | -17 | 9 | -1.0 | -11 | -4 | 7 | 3 | 11 | -6
COc1ccc(S(=O)(=O)N2CCN(CCC(=O)Nc3ccc(F)cc3)CC2)cc1 | 3 | 2 | -0.9 | -7 | -2 | 3 | 0 | 8 | -3
COc1ccc([N+](=O)[O-])cc1N(CC(=O)N1CCOCC1)S(C)(=O)=O | -11 | -1 | -3.0 | 3 | 1 | 0 | 12 | -1 | -3
CCC1(c2ccccc2)NC(=O)N(CC(=O)NCC2COc3ccccc3O2)C1=O (stereo not drawn) | 0 | 11 | 0.3 | 1 | 0 | 3 | 1 | 1 | -4
O=C(CCn1c(=O)oc2ccccc21)N1CCN(c2ccc(F)cc2)CC1 | -8 | -11 | -0.3 | -7 | 2 | 2 | -1 | 1 | -5
O=C1Oc2ccccc2C(=O)/C1=C/N1CCN(c2ccccc2F)CC1 | 4 | -7 | 4.1 | 7 | -5 | 1 | 6 | -5 | 4
CN(c1ccccc1)S(=O)(=O)c1cccc(NC(=O)CN2C(=O)NC3(CCCC3)C2=O)c1 | -3 | 6 | -0.4 | -3 | -4 | 0 | 5 | 7 | 1
O=S(=O)(c1cccc(-c2csc(N/N=C/c3ccco3)n2)c1)N1CCOCC1 | 31 | 24 | -4.8 | -20 | 3 | 14 | -9 | 19 | -22
Cc1ccc(CNC(=O)CCS(=O)(=O)c2ccc(Br)s2)cc1 | -4 | 5 | -6.5 | -3 | -2 | 1 | 7 | 2 | 1
CCOc1cc(OCC)cc(C(=O)N2CCC[C@H]2C(=O)N2CCC[C@H]2C(=O)NCc2ccccn2)c1 | . | -2 | . | 2 | 1 | 2 | . | -7 | 6
Cc1cccnc1CCNC(=O)C1CCC(=O)N(Cc2cccc(F)c2)C1 (stereo not drawn) | 4 | 3 | -1.5 | -6 | -5 | 0 | -1 | 12 | -5
O=C(Cn1nc(C(F)(F)F)c2c1CCC2)NCc1ccc(Cl)cc1 | -6 | -1 | -0.4 | -3 | -6 | 0 | -1 | -2 | 3
CCc1ccc(C(=O)NNc2ccc(S(N)(=O)=O)cc2)cc1 | -3 | 2 | -0.3 | 0 | -2 | 1 | 7 | 5 | -2
Cc1oc2cc(O)ccc2c(=O)c1-c1ccccc1 | -11 | -7 | 0.7 | -8 | -3 | 1 | 2 | -5 | 3
O=C(COC(=O)c1ccc(F)cc1F)NC1CC1 | 9 | 7 | -2.1 | -7 | -2 | 0 | -7 | 14 | -4
O=C(CC[C@H]1O[C@@H](n2ccc(=O)[nH]c2=O)[C@H](O)[C@@H]1O)N[C@@H](Cc1ccccc1)C(=O)NCC1CCCO1 (stereo partly drawn) | -2 | 1 | . | 10 | 3 | 1 | -5 | -6 | 0
CCOC(=O)c1ccc(NC(=O)c2c(N)n(Cc3ccccc3)c(=O)[nH]c2=O)cc1 | -11 | 6 | 2.4 | -1 | -1 | 0 | 12 | 11 | 9
Cc1cc(C)c(NC(=O)c2ccc(S(=O)(=O)N3CCOCC3)cc2)c(C)c1 | -5 | -14 | -0.7 | -1 | -1 | 2 | 4 | -1 | 1
CC(NC(=S)NNS(=O)(=O)c1cccc([N+](=O)[O-])c1)c1ccccc1 (stereo not drawn) | 17 | 6 | -1.1 | -1 | -2 | 1 | -3 | 5 | 6
c1cc2c3c(cccc3c1)C(N1CCCCCC1)=N2 | 8 | 6 | 8.7 | 1 | -8 | 1 | -4 | -1 | -11
COC(=O)c1cc(-c2ccc(Br)cc2)on1 | 3 | -4 | -1.4 | 5 | 3 | 2 | 2 | -2 | 1
CCOc1ccc(NC(=O)CSc2ncn[nH]2)cc1 | -6 | 13 | -0.7 | -2 | -4 | 0 | 4 | 6 | -6

Other results follow:
SMILES | CHRM1 antagonist | CHRM4 antagonist | CRFBP-R2 agonist | M5 PAM | M5 ag | CHRM4 agonist | M1 PAM | CHRM5 antagonist | M4 PAM
Cc1cc(C(=O)COC(=O)c2nn(C)c(=O)c3ccccc23)c(C)n1C | -8 | 9 | 0.0 | 5 | 7 | 4 | 12 | 0 | 4
CCOc1cc2[nH]c(=O)n(CCCN3CCCC3=O)c(=O)c2cc1OCC | 0 | 0 | -0.6 | 1 | 0 | 0 | 4 | -2 | 3
COc1cc(C(=O)NC(=S)NNC(=O)[C@H]2C[C@@H]2c2ccccc2)cc(OC)c1OC | 7 | 7 | 47 | -1 | 1 | 2 | -4 | 10 | -1
CN(c1ccc([N+](=O)[O-])cc1C(=O)Nc1ccccc1)C1CCCCC1 | -6 | 5 | 0.8 | -13 | -8 | -3 | -4 | 17 | 11
c1ccc(CCNc2nc(-c3ccccn3)nc3ccccc23)cc1 | 8 | -9 | -0.6 | -21 | 2 | 22 | -7 | 11 | -6
CCOC(=O)c1csc(NC(=O)c2cc(OC)c(OC)c(OC)c2)n1 | 8 | 3 | -3.3 | -9 | 4 | 7 | 0 | 0 | -2
Cc1cc(-c2nnc(SCC(=O)Nc3nc(-c4ccccc4)cs3)o2)no1 | -18 | -6 | -1.1 | 11 | 3 | 0 | 3 | -5 | 14
CC1CCc2c(sc(/N=C/N(C)C)c2C#N)C1 (stereo not drawn) | 13 | -3 | -1.8 | 20* | -6 | 0 | -7 | -10 | 3
Cc1cc(NS(=O)(=O)c2ccc(NC(=O)C(C)Oc3ccccc3Cl)cc2)no1 (stereo not drawn) | -16 | -4 | 0.0 | 14 | -4 | 0 | 9 | 4 | 7
CC(Sc1ncc(C(F)(F)F)cc1Cl)C(=O)NC(N)=O (stereo not drawn) | 14 | 2 | -4.6 | -11 | -3 | 15 | -2 | 18 | -7
CNC(C)C(=O)NC(C(=O)NC(C(=O)Nc1cccc2ccccc12)C(C)C)C(C)C (stereo not drawn) | -12 | -2 | . | 3 | 1 | 1 | 4 | -6 | 0
COc1ccc(CN2CCOCC2)cc1OC | -7 | 3 | -1.1 | 8 | -4 | 1 | 2 | -4 | 16
CCc1ccc(S(=O)(=O)N2CCN(C(=O)C3CCN(C(C)=O)CC3)CC2)cc1 | -10 | 2 | 0.5 | -4 | -2 | 1 | 7 | 16 | 2

No enrichment for hits. Share with any hit: about 2.8%.
